MC4R barr agon – agonists of human melanocortin 4 receptor (MC4R) beta-arrestin; P32245; U2OS MC4R beta-arrestin complementation, luminescence; percent of melanotan II response, DMSO zero; activation, % at 8.9 µM; hit rate 0.98% among 360,000; AID 540308;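 active means activation above a per-plate cutoff, the mean activation of sample wells on that plate plus 3 SD, cut at about 8% in these data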
TLR9-MyD88 inh – blocks human TLR9 binding to MyD88. CHO BLA complementation TLR9-MyD88, CCF4 FRET ratio. inhibition, % at 4.98 µM. hit rate 0.21% among 340,000;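 active means inhibition above the mean over all tested compounds plus 3 SD, cut at about 21% in these data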;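 further: 0% = DMSO only wells and 100% = clavulanate BLA inhibitor control wells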
N-glyco inh – blocks N-linked glycosylation in D54 reporter cells; D54 ERlucT glycosylation luciferase reporter, 24 h; percent of 100 nM tunicamycin response; AID 588692; hit rate 0.23% among 360,000; reporter increase, % at 12.5 µM;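 active means mean luciferase reporter signal, scaled so untreated is 0 and the glycosylation-blocking control 100, at or above a set limit in every replicate; inconclusive means mean reaches the limit but not every replicate does; inactive means mean below the limit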;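 further: luciferase carries N-glycosylation sites so blocking glycosylation raises the light; 0% = median of neutral control wells and 100% = median of 100 nM tunicamycin wells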
MC4R antag cAMP – blocks human MC4R cAMP signaling. MC4R-expressing cells, MTII-stimulated cAMP, LANCE TR-FRET. P32245. inhibition, % at 6.5 µM. AID 540295. hit rate 0.48% among 360,000;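 active means inhibition above its plate's cutoff, the mean of tested wells on that plate plus 3 SD, cut at about 29% in these data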;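 further: 0% = Melanotan II alone and 100% = Melanotan II plus saturating MCL0020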
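Material: human MC4R-expressing U2OS cells. Probe or stimulus: Melanotan II challenge. Dosing: 6.5 µM single dose. Times: 30-min compound, 1-h challenge, 1-h detection, room temperature. Technique: TR-FRET with Eu-cAMP and labeled anti-cAMP, 671 nm. Replication: singlicate.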
ABHD5-PLIN5 inh – blocks binding of human ABHD5 to perilipin-5; inhibition, % at 4 µM; Split G. princeps luciferase complementation, luminescence, 4 h; AID 602281; Q00G26+Q8WTS1; hit rate 0.78% among 360,000;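 active means inhibition above the mean inhibition across every tested compound plus 3 SD, cut at about 22% in these data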;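 further: 0% = DMSO only wells and the 100% control is not disclosed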
ABCB6 inh MLPCN – blocks the human ABCB6 transporter | Q9NP58 | K562-ABCB6 porphyrin accumulation, flow cytometry, 1 h; hits give low values | fluorescence ratio to DMSO, % at 10 µM | hit rate 0.19% among 360,000 | AID 602162;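 active means fluorescence ratio to DMSO below 75%, the collection mean minus 3 SD; inconclusive means too few cells collected in the well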;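 further: signal is porphyrin accumulated inside mitochondria; 100% equals median channel fluorescence of DMSO control wells; lower ratio means ABCB6 inhibition with less porphyrin fluorescence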
Target sequence (Q9NP58 whole entry, looked up): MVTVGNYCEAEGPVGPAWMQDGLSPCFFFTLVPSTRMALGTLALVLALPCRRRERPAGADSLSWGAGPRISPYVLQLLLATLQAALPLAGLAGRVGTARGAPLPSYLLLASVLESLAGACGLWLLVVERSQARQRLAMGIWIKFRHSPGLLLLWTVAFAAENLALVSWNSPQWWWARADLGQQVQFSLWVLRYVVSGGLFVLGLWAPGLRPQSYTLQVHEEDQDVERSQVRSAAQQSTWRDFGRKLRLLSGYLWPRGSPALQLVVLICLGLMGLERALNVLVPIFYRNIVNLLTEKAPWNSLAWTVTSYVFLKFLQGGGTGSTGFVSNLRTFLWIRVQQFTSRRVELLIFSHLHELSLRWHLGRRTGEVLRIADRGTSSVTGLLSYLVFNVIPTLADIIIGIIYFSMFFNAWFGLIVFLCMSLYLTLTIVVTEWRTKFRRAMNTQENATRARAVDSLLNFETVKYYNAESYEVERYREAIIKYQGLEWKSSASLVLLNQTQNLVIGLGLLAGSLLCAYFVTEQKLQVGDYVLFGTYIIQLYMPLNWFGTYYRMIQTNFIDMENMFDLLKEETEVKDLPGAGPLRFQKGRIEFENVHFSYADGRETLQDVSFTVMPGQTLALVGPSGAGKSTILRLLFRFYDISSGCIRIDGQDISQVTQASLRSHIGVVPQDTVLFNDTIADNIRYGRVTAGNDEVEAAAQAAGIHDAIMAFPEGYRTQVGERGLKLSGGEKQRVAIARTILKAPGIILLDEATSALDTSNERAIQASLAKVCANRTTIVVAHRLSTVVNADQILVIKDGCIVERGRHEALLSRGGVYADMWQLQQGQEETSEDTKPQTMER
Vif imaging – blocks HIV Vif function | hit rate 0.35% among 340,000 | HEK293T cells, Vif self-association by quenched fluorescence, imaging, 24 h | inhibition, % at 7.49 µM; in the data active means inhibition above about 50%, passing the limit was not always enough; inconclusive means no clear call, values can overlap the other calls; inactive means below about 31%; further: some results filed as inactive read as strong as hits
Granule exo inh – lytic granule exocytosis inhibition; TALL-104 LAMP-1 surface exposure, flow cytometry; cells stimulated with thapsigargin and PMA; inhibition, % at 10 µM; hit rate 0.66% among 360,000; AID 651702;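 active means inhibition above about 55%, limit read from the data; inconclusive means no clear call, values can overlap the other calls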
NOD2 RIPK2 PPI – NOD2-RIPK2 protein interaction inhibition. O43353. CHO BLA complementation NOD2-RIPK2, CCF4 ratio. inhibition, % at 4.98 µM. AID 624267. hit rate 0.38% among 360,000; in the data active means inhibition above about 21%;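 further: 0% = vehicle only and 100% = reference blocker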
aDG glyco up – alpha-DG glycosylation activation. hit rate 0.22% among 360,000. Pro5-aDG cells, alpha-DG glycosylation AlphaScreen (IIH6); 0% Pro5, 100% B10-LARGE cell signal. activation, % at 10 µM. AID 624168;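 active means activation of at least 8% versus controls, or a plate z-score of at least 8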;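 further: Pro5 are CHO cells carrying HIG-tagged alpha-DG that lacks glycosylation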
The depositor's hits bear a star; u = inconclusive; x = no result given. The list is partial. The share of hits here may be higher or lower than overall.

SMILES	MC4R barr agon	TLR9-MyD88 inh	N-glyco inh	MC4R antag cAMP	ABHD5-PLIN5 inh	ABCB6 inh MLPCN	Vif imaging	Granule exo inh	NOD2 RIPK2 PPI	aDG glyco up
Cc1ccc(NC(=O)CCNS(=O)(=O)c2ccc3[nH]c(=O)oc3c2)cc1N(C)C	-1.0	-2	0	4	2	102	8	0	1	-0.1
Cc1cc(C)cc(NC(=O)C(c2ccccc2)N2CCN(CC(=O)N3CCCC3)CC2)c1 (configuration not stated)	-2.5	6	1	3	6	102	8	2	12	0.1
CCCCN(C(=O)CSCc1c(C)noc1C)c1c(N)n(CCCC)c(=O)[nH]c1=O	-0.7	-12	2	11	-2	93	0	-4	-13	0.0
O=C(O)c1ccc(COc2c(F)c(F)cc(F)c2F)cc1	-0.7	-7	1	6	13	99	u	4	-3	-0.1
Cc1ccc([C@H]2C[C@@H](n3cc(COC(=O)c4ccccc4)nn3)[C@H](O)CN2C(=O)c2cccs2)cc1	-0.8	-4	-2	1	-1	97	2	1	-7	-0.1
O=C(C[n+]1ccccc1)N/N=C/c1ccc(Cl)cc1	-0.2	-9	-2	1	3	99	6	7	-14	-0.1
COCCNC(=S)N=Nc1c(O)[nH]c2ccc([N+](=O)[O-])cc12	0.3	-4	0	-5	-4	102	0	-5	-13	-0.1
Cc1c(C(=O)Nc2cccc(C(F)(F)F)c2)oc2ccc(S(=O)(=O)N3CCOCC3)cc12	-1.2	6	-5	10	0	97	-16	8	-5	0.3
CC1CC(N(C(=O)c2ccc(Cl)cc2)c2ccccc2)c2ccccc2N1C(=O)c1ccco1 (configuration not stated)	-0.1	-5	-10	5	-3	84	x	2	10	-0.2
COc1ccc(-n2c(=S)[nH]c3cc(C(=O)N(C)Cc4ccccc4)ccc3c2=O)cc1	0.6	2	-2	1	-2	94	-11	7	-1	0.3
COC(=O)CN(c1ccc(C)cc1)S(=O)(=O)c1ccc(F)cc1	1.4	-3	1	-7	-1	100	-1	3	8	0.2
O=C(CNc1ccc(C(F)(F)F)cc1[N+](=O)[O-])OCC(=O)c1ccccc1	-0.4	-1	2	-3	3	92	-1	-4	-10	-0.2

Ordered by molecular weight (ascending): eight of the compounds above.
SMILES	MC4R barr agon	TLR9-MyD88 inh	N-glyco inh	MC4R antag cAMP	ABHD5-PLIN5 inh	ABCB6 inh MLPCN	Vif imaging	Granule exo inh	NOD2 RIPK2 PPI	aDG glyco up
COCCNC(=S)N=Nc1c(O)[nH]c2ccc([N+](=O)[O-])cc12	0.3	-4	0	-5	-4	102	0	-5	-13	-0.1
COC(=O)CN(c1ccc(C)cc1)S(=O)(=O)c1ccc(F)cc1	1.4	-3	1	-7	-1	100	-1	3	8	0.2
Cc1ccc(NC(=O)CCNS(=O)(=O)c2ccc3[nH]c(=O)oc3c2)cc1N(C)C	-1.0	-2	0	4	2	102	8	0	1	-0.1
COc1ccc(-n2c(=S)[nH]c3cc(C(=O)N(C)Cc4ccccc4)ccc3c2=O)cc1	0.6	2	-2	1	-2	94	-11	7	-1	0.3
Cc1cc(C)cc(NC(=O)C(c2ccccc2)N2CCN(CC(=O)N3CCCC3)CC2)c1 (configuration not stated)	-2.5	6	1	3	6	102	8	2	12	0.1
CCCCN(C(=O)CSCc1c(C)noc1C)c1c(N)n(CCCC)c(=O)[nH]c1=O	-0.7	-12	2	11	-2	93	0	-4	-13	0.0
CC1CC(N(C(=O)c2ccc(Cl)cc2)c2ccccc2)c2ccccc2N1C(=O)c1ccco1 (configuration not stated)	-0.1	-5	-10	5	-3	84	x	2	10	-0.2
Cc1ccc([C@H]2C[C@@H](n3cc(COC(=O)c4ccccc4)nn3)[C@H](O)CN2C(=O)c2cccs2)cc1	-0.8	-4	-2	1	-1	97	2	1	-7	-0.1

More structures:
SMILES	MC4R barr agon	TLR9-MyD88 inh	N-glyco inh	MC4R antag cAMP	ABHD5-PLIN5 inh	ABCB6 inh MLPCN	Vif imaging	Granule exo inh	NOD2 RIPK2 PPI	aDG glyco up
O=C(CN1CCC(c2nc3ccccc3[nH]2)CC1)Nc1ccc2c(c1)OCO2	-1.9	-8	-2	0	-5	94	0	-1	-11	0.0
Cc1ccc(S(=O)(=O)N(C)C)cc1NC(=O)Cn1c(CN2CCOCC2)nc2ccccc2c1=O	-3.3	-9	2	36*	3	98	4	0	1	0.8
CCNC(=O)C1CN(S(=O)(=O)c2ccccc2)CCN1S(=O)(=O)c1ccccc1 (configuration not stated)	-0.4	-1	1	-3	-6	83	-2	-1	4	0.0
COc1ccccc1NS(=O)(=O)c1cccc(NS(=O)(=O)c2ccc(Cl)c(C(=O)O)c2)c1	0.7	-6	0	6	3	93	20	4	-17	-0.2
CCNC(=S)N/N=C/c1sc(N2CCCCC2)nc1-c1cccs1	-0.4	3	-4	-9	-1	131	69*	0	4	0.0
CC1=C(C(N)=O)C(c2ccc(Br)cc2)n2nc(CCCO)nc2N1 (configuration not stated)	-0.9	10	0	15	6	99	-10	2	9	0.0
Cc1ccccc1Nc1nc(N)nc(CN2C(=O)NC3(CCCCC3C)C2=O)n1 (configuration not stated)	-0.4	-1	2	-1	-4	93	-5	-1	-7	0.5
CCc1nc2nc(C)c(NS(=O)(=O)c3ccc(F)cc3)c(=O)n2[nH]1	0.6	1	2	-1	5	96	9	-3	-8	0.1
Cn1c(CNC(=O)C(Cc2ccccc2)NC(=O)c2ccccc2)cc(=O)n(C)c1=O (configuration not stated)	-0.8	0	0	-1	-5	98	12	-2	-6	-0.1
CCc1ccc(C(C(=O)NC2CCCC2)N(CCOC)C(=O)CCC(=O)Nc2cc(C)on2)cc1 (configuration not stated)	1.9	-11	-1	1	-4	94	-6	8	2	-0.1
CCn1cc(C(=O)N(C)Cc2ccc(OC(F)F)cc2)c(=O)c2ccc(C)nc21	0.3	9	3	9	4	97	-12	18	-15	0.0
Cc1cc(NC(=O)CS(=O)(=O)c2cn(Cc3cccc(C(F)(F)F)c3)c3ccccc23)no1	-0.5	x	-4	2	-7	100	x	-3	0	2.1
CCc1c(C)sc(NC(=S)NC(C)C2CCCO2)c1C(=O)OC (configuration not stated)	-1.2	-12	0	1	3	89	-13	3	6	0.2
CCCc1cc(=O)oc2c(C)c(OCC(=O)Nc3ccccn3)ccc12	0.6	7	-9	1	8	102	0	-16	-3	-0.1
Cc1nc(CS(=O)(=O)c2ccccn2)sc1C(=O)NNC(=O)c1ccccc1	-1.3	0	0	-2	-2	98	1	0	0	0.1
CN(C)S(=O)(=O)NC(=O)C1=C(N2CCCC2)COC1=O	-0.3	0	0	2	7	95	-2	-4	-14	0.0
C/C(=N\NC(=O)C(N)=O)c1ccc(Br)cc1	0.6	-2	1	-3	-7	83	4	4	4	0.0
Cc1ccc(NC(=O)CSc2nnc3n2CCCCC3)cc1	4.5	-3	2	1	6	97	-4	-3	4	0.0
Cc1c(C(=O)Nc2nc3ccccc3[nH]2)oc2ccc(Br)cc12	-2.2	-7	7	17	3	99	-1	-2	-7	0.2
C=CCn1c(=O)[nH]c2cc(C(=O)N3CCN(c4cc(C)ccc4C)CC3)ccc2c1=O	5.4	-1	7	3	1	91	-13	2	-2	-0.1
C[C@@H]1CN([C@H](C)CO)C(=O)c2cc(C#CC3CCCCC3)cnc2O[C@H]1CN(C)Cc1cccnc1	-0.3	1	0	-1	13	98	x	-5	2	-0.1
O=C(NCC1CCCCC1)c1cc([N+](=O)[O-])ccc1N1CCOCC1	-0.5	13	3	1	-2	88	-1	4	6	-0.3
CCN(CC)S(=O)(=O)c1cccc(-c2cn3cc(C)ccc3n2)c1	-2.4	-5	-3	5	-3	92	-18	-8	-3	1.1
Cc1c(C(=O)NC2CCC(C)CC2)oc2ccccc12 (configuration not stated)	-0.7	0	0	-5	-11	91	-4	-2	-12	0.5
Cn1c(-c2ccccc2)c(Sc2ccccc2)c2cc(-c3ccc4[nH]ccc4c3)ccc21	x	x	x	x	-6	103	x	-1	10	0.4
Oc1ccc(Cl)cc1CNc1cnc2ccccc2c1	3.6	-10	0	14	-22	97	7	5	5	0.7
Cc1cnc(C=O)c2cccc([N+](=O)[O-])c12	-1.1	7	3	-18	13	104	13	20	-3	0.2
O=C(Cc1cccs1)Nc1ccc(C(=O)O)cc1	-2.1	5	0	6	-7	97	-5	2	-9	1.5
CC1(C)C2CCC1(CS(=O)(=O)Nc1cccc(S(N)(=O)=O)c1)C(=O)C2 (configuration not stated)	-0.9	x	-1	15	4	96	47	-14	-2	0.0
COc1ccc(-c2cc(=O)oc3cc(OC(C)C(=O)NCC4CCC(C(=O)O)CC4)ccc23)cc1 (configuration not stated)	-0.9	9	1	8	8	99	3	20	-3	-0.3
CCCS(=O)(=O)c1c(S(=O)(=O)CCC)c2ccc(C(N)=O)cn2c1C(=O)c1ccccc1	1.0	5	0	12	9	102	-2	0	-7	-0.1
O=C1OC(C(=O)Nc2nccs2)Cc2ccccc21 (configuration not stated)	-0.1	-3	2	7	9	99	-3	-1	-8	-0.2
CC[C@H](C)[C@H](NC(=O)[C@H](Cc1ccc(O)cc1)NC(=O)[C@@H](N)C(C)C)C(=O)N[C@@H](Cc1cnc[nH]1)C(=O)N1CCC[C@H]1C(=O)N[C@@H](Cc1ccccc1)C(=O)O	-0.9	-3	5	-2	4	94	-5	0	-7	0.1
Cc1ccc(NC(=O)CN(C(=O)N2CCN(C)CC2)S(=O)(=O)c2ccc(C)cc2)cc1	-3.7	0	3	2	-3	97	x	11	-5	0.1
COC(=O)CC1C(=O)NCCN1Cc1cn(-c2ccc(C)cc2)nc1-c1cccc(C)c1 (configuration not stated)	-2.2	-9	-2	10	-1	94	-8	-4	-6	0.0
COc1cccc(C2CC(c3cccs3)=NN2C(=O)CCC(=O)O)c1OC (configuration not stated)	-1.9	-14	0	9	-13	109	2	4	6	0.0
C=CCn1c(SCC(=O)c2[nH]c(C)c(C(C)=O)c2C)nnc1-c1ccncc1	-0.9	-12	1	22	3	96	-11	-1	-18	0.2
Cc1ccc(NC(=O)C2CCC2)cc1S(=O)(=O)N1CCCCCC1	-3.0	4	2	2	-14	88	-14	-2	1	0.1
CCOC(=O)C1CCN(c2cc(C)nc3cc(-c4cccc(F)c4)nn23)CC1	0.8	-1	2	1	-1	99	-3	-1	1	0.0
COc1cc(C(=O)COC(=O)c2ccc3c(c2)OCCO3)cc(OC)c1OC	1.2	-7	7	-8	0	95	-10	-14	-10	0.6
CN(Cc1ccccc1)C(=O)c1ccc(NC(=O)Cc2ccc(NC(=O)C3CCCN(C(=O)C4CCCC4)C3)cc2)cc1 (configuration not stated)	0.3	-12	-4	-3	6	92	-3	5	-1	-0.2

From PubChem
